Source: PubChem BioAssay
GPR151 activ: activators of human GPR151 | PathHunter beta-arrestin GPR151 cells, luminescence | Q8TDV0 | activation, % at 11.2 µM | actives 1% (n = 650,000); in the data active = activation above about 4.9%;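 also: 0% = median of compound wells and 100% = cells with positive control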
Target sequence (Q8TDV0 whole entry, looked up): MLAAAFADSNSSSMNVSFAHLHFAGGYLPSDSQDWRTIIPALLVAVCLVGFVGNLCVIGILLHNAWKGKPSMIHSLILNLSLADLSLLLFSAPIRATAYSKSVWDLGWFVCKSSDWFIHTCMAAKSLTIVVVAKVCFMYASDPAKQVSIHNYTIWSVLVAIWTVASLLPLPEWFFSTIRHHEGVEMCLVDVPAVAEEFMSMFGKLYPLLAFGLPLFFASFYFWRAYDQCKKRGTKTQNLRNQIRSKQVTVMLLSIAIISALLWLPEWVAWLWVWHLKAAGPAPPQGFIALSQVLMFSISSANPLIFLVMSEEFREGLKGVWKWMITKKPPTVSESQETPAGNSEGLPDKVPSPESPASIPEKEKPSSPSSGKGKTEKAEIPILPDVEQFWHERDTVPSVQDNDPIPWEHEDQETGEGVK
MITF primary: human MITF inhibition, primary screen; O75030; AlphaScreen MITF homodimerization, bead proximity signal; inhibition, % at 2.6 µM; actives 0.91% (n = 650,000); in the data active = inhibition above about 50%;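 also: 0% = vehicle wells with protein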
Target sequence (O75030 whole entry, looked up): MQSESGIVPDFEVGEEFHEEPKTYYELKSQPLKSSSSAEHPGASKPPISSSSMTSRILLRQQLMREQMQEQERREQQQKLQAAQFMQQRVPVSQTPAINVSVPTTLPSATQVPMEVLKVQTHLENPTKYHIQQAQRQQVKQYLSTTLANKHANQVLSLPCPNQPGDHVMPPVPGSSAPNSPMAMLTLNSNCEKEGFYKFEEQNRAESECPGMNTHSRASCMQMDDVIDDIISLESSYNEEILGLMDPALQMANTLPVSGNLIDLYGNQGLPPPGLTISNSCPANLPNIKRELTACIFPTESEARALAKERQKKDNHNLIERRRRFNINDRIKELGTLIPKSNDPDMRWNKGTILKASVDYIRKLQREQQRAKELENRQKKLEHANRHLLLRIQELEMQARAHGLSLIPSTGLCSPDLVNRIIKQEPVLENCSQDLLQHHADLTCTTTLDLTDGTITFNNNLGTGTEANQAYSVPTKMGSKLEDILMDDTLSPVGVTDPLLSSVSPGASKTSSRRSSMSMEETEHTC
FBW7 act: activators of human E3 ligase FBW7. Q969H0. AlphaScreen FBW7–phospho-cyclin E peptide binding, activator screen. normalized activity (activation), % at 26.1 µM. actives 0.13% (n = 650,000); in the data active = normalized activity above about 1.9%;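 also: purified mutant Fbw7 with reduced substrate affinity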
TEAD-YAP block: TEAD-YAP interaction inhibition; HEK-TIYL cells, TEAD-Gal4/YAP UAS-luciferase luminescence; inhibition, % at 9.12 µM; actives 1.4% (n = 640,000); AID 1259422; in the data active = inhibition above about 32%;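 also: 0% = median of test compound wells and 100% = reference inhibitor wells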
Starred values were filed as active, the others as inactive; & = joins results of further samples. Outcome played no part in choosing rows (roughly 3.4% active in at least one column).

SMILES	GPR151 activ	MITF primary	FBW7 act	TEAD-YAP block
O=C(N[C@H]1C[C@H]2C(=O)N3CCC[C@H]3C(=O)N2C1)c1cccc(F)c1F	0.1	5	0.9	-15
COc1cccc(C2=NS(=O)(=O)N(C)C(C(=O)NC3CCCC3)=C2)c1	-0.3	-10	0.0	15
O=C(CSc1nc2ccccc2c(=O)n1Cc1ccccc1)N1CCCc2ccccc21	-0.8	-23	0.2	-1
Cc1cc(CNC(=O)Nc2c(C)noc2C)c(C(F)(F)F)o1	-1.3	7	0.3	8
COc1ccc(Br)cc1C(=O)N/C(=C\c1cccc([N+](=O)[O-])c1)C(=O)Nc1cccc(C)c1	2.8	13	0.1	-1
C#CCN1CCC(O)(c2ccc3c(c2)OCO3)CC1	0.9	-6	-0.1	4
O=C1CCC(CCNCCOc2ccc(F)cc2)N1CCc1ccccc1 (stereo not given)	-0.4	6	-0.1	10
CC(C)[C@H](NC(N)=O)C(=O)NCc1ccc(F)cc1	1.1	-5	0.0	4
CCOC(=O)c1c(NC(=O)c2nn3c(C(F)(F)F)cc(-c4cccs4)nc3c2Cl)sc2c1CCCC2	-1.1	3	0.1	-3
O=C(CCN1C(=O)c2cccc3cccc(c23)C1=O)N1CCN(Cc2ccc3c(c2)OCO3)CC1	-0.7	4	-0.1	-5
Cc1cc(N(C)C)nc(N2CCC(C(=O)NC34CC5CC(CC(C5)C3)C4)CC2)n1	1.2	-3	-0.1	9
NC1CCCCC1Nc1ccc([N+](=O)[O-])cc1[N+](=O)[O-] (stereo not given)	0.3	14	0.2	-11
Clc1ccc(-n2cc(-c3ccccc3)c3c(NC4CCCCCC4)ncnc32)cc1	-1.1	0	0.0	3
COc1ccc(OC)c(/C=C2/C(=O)ON=C2C)c1	-0.2	46	-0.1	-4
Nc1ccc(C(=O)OCC(=O)N2CCOCC2)cc1[N+](=O)[O-]	-0.7	-2	0.0	-43
CCOc1ccc2ccc(OCC)c(C=C3C(=O)NC(=O)NC3=O)c2c1	-0.7	18	-0.4	-30
CCN(CC)S(=O)(=O)c1ccc(C#N)cc1	1.1	-7	0.1	6
CCC1=Nc2cc(C(=O)NCCCN3CCOCC3)ccc2Sc2ccc(C)cc21	-0.4	-4	-0.5	-1
c1csc(-c2cn3ccsc3n2)c1	-1.9	12	0.2	-24
Cc1cc2[nH]c(=O)c(=O)[nH]c2cc1S(=O)(=O)Nc1ccc(Br)cc1F	1.3	12	0.1	6
O=C(CCC1CCCC1)Nc1cccc(F)c1	-1.6	-11	-0.1	-59
Cc1[nH]c2ccccc2c1C(=O)COC(=O)C1CCC(=O)N1 (stereo not given)	-1.2	3	-0.1	-7
C=CCNC(=S)N/N=C/c1cccc([N+](=O)[O-])c1	0.4&3.5	4&13	0.1&0.0	-2&8
O=C(NC1CCCCC1)[C@H]1C=CCN1S(=O)(=O)c1ccc(F)cc1	-1.5	-5	-0.1	-4
CNC(=O)c1c(-c2ccccc2)oc2ccc(OC)cc12	0.4	-4	0.0	7
O=C(NCc1n[nH]c(=S)n1-c1cccc(Cl)c1)c1cccs1	0.4	8	-0.1	8
NCCN1C(=O)S/C(=C\c2ccc(F)cc2)C1=O	2.4	-9	0.0	-15
CCOC(=O)C1=C(C)N=c2s/c(=C3\C(=O)N(C)c4ccccc43)c(=O)n2C1c1ccccc1 (stereo not given)	1.3	6	0.0	0
CC(=O)c1ccc(NC(=O)CSc2nc3c(=O)n(C)c(=O)n(C)c3n2C)cc1	1.9	-1	0.1	13
CCOc1ccc(NC(=O)CSc2nc3ccsc3c(=O)n2Cc2ccc(C(=O)O)cc2)cc1	0.2	1	-0.2	-1
COc1ccccc1C(=O)Nc1ccc(N2CCOCC2)c(Cl)c1	-0.7	10	0.1	-50
CC(=O)Nc1cccc(-c2csc(Nc3ccc(Br)cc3)n2)c1	1.0	22	0.5	-68
CC1=C(C(=O)OCC(C)C)C(c2ccc(O)cc2)C2=C(CC(c3ccc(Cl)cc3)CC2=O)N1 (stereo not given)	0.0	-11	0.1	1
CCOc1ccc(Cl)cc1S(=O)(=O)NC1CC1	-1.3	7	0.5	6
COC(=O)C1=C(C)NC(=O)NC1c1ccc(OCc2ccccc2)c(OC)c1 (stereo not given)	-0.4	-1	-0.1	-6
O=C(CNC(=S)N(Cc1ccccc1)Cc1cccs1)NCc1ccccc1	-0.4	16	0.8	3
CC1CC(=O)C2=C(C1)OC(N)=C(C#N)C2c1cccc(Br)c1 (stereo not given)	-0.5	7	0.6	-5
COCCn1nnnc1C(c1ccc(F)cc1)N1CCC(C)CC1 (stereo not given)	-2.0	6	0.4	20
COCCN(C(=O)c1cc(C)ccc1C)c1c(N)n(Cc2ccccc2)c(=O)[nH]c1=O	-1.4	12	0.4	3
CCCN1CCC(N2CCN(c3ccc([N+](=O)[O-])cc3)CC2)CC1	0.4	55*	0.0	-3
NC(=O)NC(=O)CC1Sc2ccccc2NC1=O (stereo not given)	-0.1	3	0.1	3
CCCOC(=O)c1cccc(NC(=O)CCc2ccccc2)c1	-1.0	-5	0.2	-2
CCOC(=O)c1sc(NC(=O)C=C(C)C)c(C#N)c1C	-0.1	-12	-0.3	8
CCN1CCN(C(=O)C2c3ccccc3C(=O)N(C3CCCCC3)C2c2ccc(OC)cc2)CC1 (stereo not given)	-0.5	-3	0.0	-5
O=S(=O)(Cc1ccccc1)NCC1CCCN(CCCn2cccn2)C1 (stereo not given)	0.4	8	-0.1	-4
COc1ccc(CC(=O)n2nnc3ccccc32)cc1OC	0.9	10	0.3	-3
CC(NC(=O)Cc1cccc(F)c1)c1nc(-c2ccncc2)n[nH]1 (stereo not given)	-0.3	14	0.1	5
COc1ccc(-c2nnc3n2N(C(C)=O)C(c2ccc(C)c(C)c2)=C(C(C)=O)S3)cc1	2.3	0	0.1	-1

One compound at a time, as listed above. Order of values: GPR151 activ, MITF primary, FBW7 act, TEAD-YAP block
`CNC(=O)c1c(-c2ccccc2)oc2ccc(OC)cc12` as listed: 0.4, -4, 0.0, 7
`O=C(NC1CCCCC1)[C@H]1C=CCN1S(=O)(=O)c1ccc(F)cc1` as listed: -1.5, -5, -0.1, -4
`CC1CC(=O)C2=C(C1)OC(N)=C(C#N)C2c1cccc(Br)c1` (stereo not given) as listed: -0.5, 7, 0.6, -5
`C=CCNC(=S)N/N=C/c1cccc([N+](=O)[O-])c1` as listed: 0.4&3.5, 4&13, 0.1&0.0, -2&8

Next section.
SMILES	GPR151 activ	MITF primary	FBW7 act	TEAD-YAP block
O=C(Nc1ccc(Br)cc1)c1cccc(N2C(=O)C3C4C=CC(C4)C3C2=O)c1 (stereo not given)	0.2	1	-0.3	-1
CCCc1nnc(NC(=O)COC(=O)CN2C(=O)C(=O)c3ccccc32)s1	-0.4	-2	0.0	0
COc1ccc(/C=C(\NC(=O)c2ccccc2)C(=O)NC2CCCCC2)cc1	0.0	11	0.0	-2
CCOc1ccc(S(=O)(=O)Nc2ccc([N+](=O)[O-])cc2C)c2ccccc12	0.1	-2	0.1	7
COCCn1c(SCC(=O)Nc2cc(C)on2)nc2c([nH]c3ccccc32)c1=O	3.4	4	0.0	-2
O=C(CC1C(=O)NCCN1Cc1ccccn1)NC1C2CC3CC(C2)CC1C3 (stereo not given)	0.2	6	-0.3	-11
CC(C)(C)c1ccc(CSc2nc3ccccc3c3nc(-c4ccccc4)nn23)cc1	-0.1	7	0.1	-9
N#Cc1ccc(C(=O)Nc2nnc(C3COc4ccccc4O3)o2)cc1 (stereo not given)	-1.9	0	-0.2	11
CCOC(=O)c1c(NC(=O)c2ccccc2F)sc2c1CCC(CC)C2 (stereo not given)	-1.0	6	0.1	2
Cn1c(-c2ccc[n+](C)c2)nc2ccccc21	0.7	0	-0.1	-13
O=C1C=C(N2CCCC2)C2(CCCCC2)O1	-1.5	-1	-0.1	11
COc1ccc(S(=O)(=O)N2CCN(CC(=O)Nc3ccc(C(N)=O)cc3)CC2)cc1	-0.4	5	0.3	2
Cc1ccc(C(=O)NCc2ccncc2)c(Cl)c1	0.2	11	0.0	12
CCCc1cc(=O)[nH]c2nnc(SCC(=O)Nc3nccs3)n12	-2.1	12	0.5	5
COc1ccc(C(NC(=O)c2cnc3sc4ccccc4n3c2=O)C(F)(F)F)cc1 (stereo not given)	-1.2	11	0.4	1
COc1ccc(CNC(=O)C(Cc2ccccc2)NS(=O)(=O)c2cccs2)cc1 (stereo not given)	1.7	5	-0.1	-8
COc1cccc(NC(=O)CSc2nc3ccccc3n2CC(=O)N2CCCCC2)c1	1.5	3	0.0	11
CCCc1c(C)c2cc(Cl)c(OCc3ccc(C)cc3)cc2oc1=O	-0.3	6	0.0	4
Cn1ccnc1SCCNC(=O)CC1C(=O)NCCN1Cc1cccs1 (stereo not given)	-0.2	-4	0.1	-6
O=C(Cn1cc2c(n1)CCCCC2)Nc1ccccc1Cl	-0.1	4	-0.1	-3
CCN(CC)C(=O)CSc1nnc2n(Cc3ccccc3)c(=O)c3ccccc3n12	1.0	-7	-0.3	-1
CC(C)CC1NC(=O)N(Cc2nc3ccccc3s2)C1=O (stereo not given)	-1.2	10	0.1	-6
Cc1ccc(C(=O)N2N=C(c3ccccc3)CC2c2ccc3c(c2)OCO3)cc1 (stereo not given)	-0.4	13	0.0	-4
O=C(NCCCN1CCCC1=O)c1csc(-c2ccccc2)n1	-0.6	15	0.2	-3

7 records picked at random from the list so far:
SMILES	GPR151 activ	MITF primary	FBW7 act	TEAD-YAP block
CCCc1c(C)c2cc(Cl)c(OCc3ccc(C)cc3)cc2oc1=O	-0.3	6	0.0	4
O=C(Cn1cc2c(n1)CCCCC2)Nc1ccccc1Cl	-0.1	4	-0.1	-3
CCCc1cc(=O)[nH]c2nnc(SCC(=O)Nc3nccs3)n12	-2.1	12	0.5	5
CCN(CC)C(=O)CSc1nnc2n(Cc3ccccc3)c(=O)c3ccccc3n12	1.0	-7	-0.3	-1
Cn1ccnc1SCCNC(=O)CC1C(=O)NCCN1Cc1cccs1 (stereo not given)	-0.2	-4	0.1	-6
Cc1ccc(C(=O)N2N=C(c3ccccc3)CC2c2ccc3c(c2)OCO3)cc1 (stereo not given)	-0.4	13	0.0	-4
CC(C)CC1NC(=O)N(Cc2nc3ccccc3s2)C1=O (stereo not given)	-1.2	10	0.1	-6

Other structures.
SMILES	GPR151 activ	MITF primary	FBW7 act	TEAD-YAP block
CC(=O)N(C)C1=C(N2CCOCC2)C(=O)c2ccccc2C1=O	-2.3	1	0.3	84*
CC(C)CCn1c(=O)c2cccnc2n(CC(N)=O)c1=O	-2.2	-3	0.0	6
CCn1c(=O)cc(SCC(=O)NCCN2CCOCC2)c2ccccc21	0.8	-7	0.0	4
O=C(/C=C/c1ccco1)Nc1ncc(Cc2ccc(F)cc2)s1	0.4	-5	-0.2	30
O=C(O)/C=C/C(=O)NC1CCCC(C(F)(F)F)C1 (stereo not given)	-0.2	-9	-0.1	-1
COc1ccccc1-c1nnc(SCC(=O)Nc2cc(C)on2)n1-c1ccccc1	-0.3	-1	-0.1	4
COc1cc(C(=O)Nc2sc3c(c2C(N)=O)CCC3)cc(OC)c1OC	-1.3	-23	0.0	-3
CCCNC(=O)N1CCN(c2nc(Cc3ccccc3)c3c(c2C#N)CC(C)(C)OC3)CC1	0.0	3	-0.1	-8
CC(C)C1=NN2C(=N)/C(=C/c3ccc(-c4cc(Cl)cc(Cl)c4)o3)C(=O)N=C2S1	-0.6	19	0.6	-3
CN(C(=O)Cn1c(=O)oc2cc(S(=O)(=O)N3CCCCC3)ccc21)C1CCCCC1	-0.5	16	0.5	3
CC(C)(C)C1CC=C2C(C#N)=C(NC(=O)Nc3ccc(Cl)cc3)C(C#N)(C#N)C(c3ccc(Cl)cc3)C2C1 (stereo not given)	0.4	3	0.0	-27
Cc1ccc(-c2ccc(/C=C3\SC(N4CCOCC4)=NC3=O)o2)cc1	-1.5	-12	0.2	-33
COc1cccc(N2CCN(C(=O)c3cnn4c3NC(c3ccc(OC)c(OC)c3)CC4C(F)(F)F)CC2)c1 (stereo not given)	-1.3	15	1.4	-22
Cc1ccc(N=c2scc(C)n2CCCO)c(C)c1	1.0	18	0.2	-20
CCOCCn1c(N2CCN(CC)CC2)nc2c1c(=O)[nH]c(=O)n2C	-0.5	-3	0.0	3
O=C1/C(=C/c2cccc(Br)c2)N=C2CCCCCN12	-0.1	-1	0.4	-57
O=C(CN1CCN(c2ccccc2F)CC1)c1ccc2c(c1)CCN2	-0.8	23	0.0	13
COc1ccc(OCC2c3cc(OC)c(OC)cc3CCN2C(=O)Cc2cccs2)cc1 (stereo not given)	-0.9	12	-0.1	-26
CC1CN(Cc2ccc(F)c(Br)c2)CC(C)O1 (stereo not given)	-0.3	25	-0.1	8
CC1=C(C(=O)Nc2cccc(C)n2)C(c2ccc([N+](=O)[O-])cc2)C2=C(CC(C)(C)CC2=O)N1 (stereo not given)	-1.6	19	0.1	16
Nc1ccc(-n2nncc2C23CC4CC(CC(C4)C2)C3)cc1	-0.2	-13	-0.1	0
COC(=O)c1ccc(N2C(=O)CSC2c2cccc(OC)c2OC)cc1 (stereo not given)	-0.5	-1	-0.1	-5
CCC(=O)N(CC(=O)Nc1sc2c(c1C(N)=O)CCCC2)Cc1ccc(F)cc1	-0.6	-2	0.4	-5
COC(=O)C(C)n1cnc2c(nnn2Cc2ccccc2F)c1=O (stereo not given)	-0.9	-6	-0.1	-7
COc1ccc(Nc2ncc(-c3cccs3)n3ccnc23)cc1	0.4	-11	-0.6	-21
CCOC(=O)c1sc(N2C(=O)C(=O)/C(=C(/O)c3ccc(Cl)cc3)C2c2ccc(C(C)(C)C)cc2)nc1C (stereo not given)	0.7	0	0.1	5
CN(c1nc2nonc2nc1N1CCCCCC1)C1CCOC1 (stereo not given)	0.2	0	0.0	5
CC(C)CCNC(=O)CSc1nc(Nc2ccc(F)c(F)c2)c2ccccc2n1	-0.3	-1	-0.1	3
